Screening data deposited in PubChem BioAssay by The Scripps Research Institute Molecular Screening Center.
PAFAH1B2 FP inh: PAFAH1B2 enzyme inhibitors, primary screen, biochemical, fluorescence polarization, human; Platelet-activating factor acetylhydrolase IB subunit alpha2 (Homo sapiens), P68402; recombinant PAFAH1B2, FP-rhodamine activity probe; inhibition, % at 3.39 µM; hit rate 1.2% among 340,000; AID 492953, 2010;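 active = inhibition above the mean of all tested compounds plus 3 SD, cut at about 24% in these data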;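 also: 0% = enzyme with DMSO and 100% = wells lacking PAFAH1B2; many of its hits are not listed in these tables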
Target sequence (P68402 whole entry, looked up): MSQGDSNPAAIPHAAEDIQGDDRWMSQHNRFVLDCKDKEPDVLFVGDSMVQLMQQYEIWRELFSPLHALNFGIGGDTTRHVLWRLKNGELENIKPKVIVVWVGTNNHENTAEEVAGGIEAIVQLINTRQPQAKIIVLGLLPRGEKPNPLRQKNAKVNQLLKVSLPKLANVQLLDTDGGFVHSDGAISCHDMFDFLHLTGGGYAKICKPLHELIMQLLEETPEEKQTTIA
PAFAH2 FP inh: PAFAH2 enzyme inhibitors, primary screen, biochemical, fluorescence polarization, human | Platelet-activating factor acetylhydrolase 2, cytoplasmic (Homo sapiens), Q99487 | recombinant PAFAH2, FP-rhodamine activity probe | hit rate 0.99% among 340,000 | inhibition, % at 3.39 µM;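 active = inhibition above the mean over all tested compounds plus 3 SD, cut at about 30% in these data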;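 also: inhibitors block probe labeling of enzyme so polarization drops; 0% = enzyme with DMSO and 100% = wells lacking PAFAH2 protein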
PAFAH1B3 inh: PAFAH1B3 enzyme inhibitors, primary screen, biochemical, fluorescence polarization, human; recombinant PAFAH1B3, FP-rhodamine probe; inhibition, % at 3.39 µM; hit rate 0.28% among 340,000; AID 492972, 2010;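 active = inhibition above the screen-wide average of all tested compounds plus 3 SD, cut at about 25% in these data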;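 also: 0% = enzyme with DMSO only and 100% = wells lacking PAFAH1B3 protein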
Target sequence (Q15102 whole entry, looked up): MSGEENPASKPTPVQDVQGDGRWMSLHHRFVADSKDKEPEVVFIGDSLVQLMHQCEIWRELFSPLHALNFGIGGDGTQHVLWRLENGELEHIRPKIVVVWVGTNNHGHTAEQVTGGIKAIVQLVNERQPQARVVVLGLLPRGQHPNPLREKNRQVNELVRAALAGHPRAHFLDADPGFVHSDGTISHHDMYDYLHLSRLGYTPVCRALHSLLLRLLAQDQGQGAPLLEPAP
The depositor's hits bear a star. Some of the compounds tested; rates above refer to the full screens.

nr | PAFAH1B2 FP inh | PAFAH2 FP inh | PAFAH1B3 inh | SMILES
1 | -1.5 | -7.9 | 1.4 | COc1ccc(N(CC(=O)NCCC(C)C)C(=O)c2snc(C(=O)NC3CCCCC3)c2N)c(OC)c1
2 | 3.2 | -2.3 | 12.1 | NC(=O)C1(Nc2ccc(-c3ccccc3)cc2)CCCC1
3 | 0.9 | 0.5 | 4.1 | O=C(NCCN1CCOCC1)C1CC(=O)N(c2cccc(C(F)(F)F)c2)C1 (configuration not stated)
4 | -2.3 | -6.3 | 7.2 | Cc1ccc(C(=O)NCc2ccco2)c(C)c1
5 | 9.0 | 16.6 | 12.2 | NC(=S)n1[nH]c(-c2ccc([N+](=O)[O-])cc2)c(N=Nc2ccccc2[N+](=O)[O-])c1=O
6 | 4.2 | -4.2 | 7.2 | COc1ccc(CNC(=O)C2CCN(C(=O)[C@@H](CC(C)C)NC(=O)OC(C)(C)C)CC2)cc1
7 | 13.3 | 4.1 | 5.4 | O=S(=O)(CCS(=O)(=O)c1ccccc1)c1ccccc1
8 | 2.1 | 2.6 | 5.8 | C=CCn1ccc(=O)nc1SC
9 | 6.0 | -1.9 | 2.0 | CCOC(=O)/C=C1\SCC(=O)N1CC(O)CN1C(=O)CS/C1=C/C(=O)OCC (configuration not stated)
10 | 2.3 | -3.2 | 8.5 | CN(c1ccccc1)S(=O)(=O)c1cc(C(=O)Nc2ccccc2N2CCOCC2)ccc1Cl
11 | 3.4 | 2.6 | 2.3 | CCOC(=O)C1(C(=O)OCC)COC(=O)C2(CC)OC21 (configuration not stated)
12 | -2.9 | 7.4 | 0.1 | CC(C)CN1CC(C)C(=O)N(c2ccccc2)C1=S (configuration not stated)
13 | 3.6 | 4.3 | 3.0 | O=C(NCCC(=O)N1CCN(c2ccc(F)cc2)CC1)c1ccco1
14 | 4.2 | -1.2 | 3.8 | CSCC[C@H](NC(=O)Cc1c(C)c2c(cc(C)c3c(C)c(C)oc32)oc1=O)C(=O)O
15 | 6.1 | -6.2 | 10.2 | CCCN1CCC(=O)NC1=S
16 | 2.8 | -0.1 | 6.8 | COc1ccc(CNC(=O)CCC(=O)N2CCN(S(=O)(=O)c3cc([N+](=O)[O-])ccc3C)CC2)cc1
17 | 3.2 | 3.0 | 8.1 | Cc1ccc(S(=O)(=O)N2CCNC(=O)C2)c(C)c1
18 | 2.8 | -2.6 | 6.3 | Nc1ccc(CCc2ccccn2)cc1
19 | 4.5 | -5.7 | 9.6 | CCN(CC)CCN(C(=O)Cn1nnc(-c2ccc(C)o2)n1)C(C(=O)NC1CCCC1)c1ccc(F)cc1 (configuration not stated)
20 | -1.4 | 0.2 | 1.7 | C=CCn1c(=O)[nH]c(=O)c2c(N)c(C(=O)c3ccc(OC)cc3)sc21
21 | 1.2 | 0.8 | 5.5 | CC(NCCN(C)C)C1CCC2C3CCc4cc(O)ccc4C3CCC12C (configuration not stated)
22 | 0.8 | 3.3 | 7.8 | O=C(c1cccc(S(=O)(=O)N2CCOCC2)c1)N1CCN(S(=O)(=O)c2cccc([N+](=O)[O-])c2)CC1
23 | 0.2 | 0.4 | 11.4 | Cc1nc2nc(C)n(CCN3CCOCC3)c(=O)c2c(-c2cccc([N+](=O)[O-])c2)c1C(=O)CCCCCCCCCCN1CCC(c2ccccc2)(c2ccccc2)CC1
24 | 4.7 | 7.6 | -0.3 | CN(Cc1ccc(F)cc1)C(=O)c1cc(S(=O)(=O)N2CCCCC2)ccc1N1CCOCC1
25 | 7.2 | 3.5 | 5.8 | CC(=O)NCCc1nc2cc(NC(=O)c3ccc([N+](=O)[O-])cc3)ccc2n1C
26 | 2.1 | 0.6 | 7.8 | CCOC(=O)C1(CCOc2ccccc2)CCN(Cc2ccc(C(=O)OC)cc2)CC1
27 | -1.6 | 2.2 | -5.0 | O=c1c2ccccc2nc(/C=C/c2ccc3c(c2)OCO3)n1CCCO
28 | 1.4 | 43.2* | 1.6 | Cc1cc(C(=O)OCC(=O)Nc2ccccc2C#N)c(C)o1
29 | -2.0 | 1.2 | 4.3 | COc1ccc(/C=C2\SC(N)=NC2=O)cc1
30 | 3.9 | 1.1 | 15.2 | O=C(c1cc2ccccc2o1)N1CCN(S(=O)(=O)c2ccccc2)CC1
31 | -1.5 | 3.6 | 0.8 | Cc1ccc(CC2(OCCN(C)C)CCC(C(C)(C)C)CC2)cc1 (configuration not stated)
32 | 0.8 | 12.6 | 10.5 | CN(CC(=O)Nc1ccccc1Br)C(=O)c1ccccc1Sc1ccccc1C#N
33 | 14.3 | 2.1 | 2.6 | CC(=O)Nc1ccc(S(=O)(=O)NC2C3(C)CCC(C3)C2(C)C)cc1 (configuration not stated)
34 | 5.0 | 3.9 | 16.1 | CCOc1c(Cl)cc(CNc2ccc(N3CCCC3)cc2)cc1OC
35 | 33.9* | 23.4 | 14.7 | O=C(O)c1cccc(N2C(=O)/C(=C/c3ccc(SCc4ccc(Cl)cc4)o3)SC2=S)c1
36 | 0.3 | 12.1 | 9.7 | COc1ccc(-n2c(O)c(/C=C3\C=Nc4ccccc43)c(=O)[nH]c2=O)cc1
37 | 3.4 | 1.6 | 8.9 | CN(C)S(=O)(=O)n1cc(/C=C(\NC(=O)c2ccccc2F)C(=O)NCCCn2ccnc2)c2ccccc21
38 | -1.2 | 32.1* | 3.5 | Cc1ccc(C)c(S(=O)(=O)N(C)c2ccc(OC(=O)C3CCN(C(=O)Nc4ccccc4)CC3)cc2)c1
39 | 4.0 | -4.9 | 8.8 | Cc1cc(=O)oc2cc(O)cc(OCc3ccccc3)c12
40 | 0.2 | -2.6 | 4.1 | C=CCOc1ccccc1CN1CCCCCC1
41 | 2.9 | -0.1 | 9.5 | CCOC(=O)c1c(SCCN2CCCCC2)n(-c2ccccc2)c(=S)n(-c2ccccc2)c1=O
42 | -3.0 | -0.2 | 6.2 | O=C(NCCOC(=O)c1c(F)cccc1Cl)c1c(F)cccc1Cl
43 | 0.7 | -4.5 | 8.4 | CCC1CN(C(=O)NCc2ccc(F)cc2)c2cc(Cl)ccc2O1 (configuration not stated)
44 | 3.0 | 3.3 | -1.1 | COc1ccc2c(=O)cc(-c3ccncc3)oc2c1OC
45 | 4.7 | 6.7 | 6.3 | CC(=O)OCC(=O)C1(O)CCC2C3CCC4=CC(=O)CCC4(C)C3C(O)CC21C (configuration not stated)
46 | -2.7 | -1.1 | -5.5 | CCN(C(=O)COC(=O)/C(C#N)=C/c1cc(C)n(CCOC)c1C)c1c(N)n(Cc2ccccc2)c(=O)[nH]c1=O
47 | -1.9 | -6.9 | 0.5 | Cc1cc(Nc2cccc(Cl)c2Cl)n2ncnc2n1
48 | 1.0 | 5.2 | 1.7 | Fc1ccccc1NC(=S)NCCc1cccc(Cl)c1
49 | 1.8 | 2.2 | 3.7 | O=C(Nc1ccc(N2CCOCC2)cc1)c1cccc(S(=O)(=O)N2CCCCC2)c1
50 | 0.3 | 58.2* | -2.3 | Cc1ccc(C(=O)OCC(=O)Nc2ccc3c(c2)OCCO3)cc1C
51 | 7.2 | 1.8 | 1.6 | CC1(C2(O)CCCCC2)NCCc2ccccc21 (configuration not stated)
52 | 9.1 | 1.4 | 6.2 | COc1ccc(C(CNC(=O)c2ccc(S(=O)(=O)Nc3ccccc3OC)cc2)N2CCCC2)cc1 (configuration not stated)
53 | 2.3 | -6.0 | 6.8 | C=C(c1cn(C(C)=O)c2ccccc12)c1cn(C(C)=O)c2ccccc12
54 | 3.2 | 2.6 | 7.2 | NS(=O)(=O)c1ccc(CCNC(=O)COC(=O)/C=C/c2ccc(OC(F)F)cc2)cc1
55 | 0.6 | 7.5 | 10.2 | NC(=O)N/N=C/c1ccc(-c2ccc(S(=O)(=O)Nc3ncccn3)cc2)o1
56 | -5.5 | 0.2 | 0.5 | Cc1ccc(NC2CCCN(C(=O)CSc3ccccn3)C2)cc1C (configuration not stated)
57 | 4.9 | 11.4 | 7.4 | Cc1ccccc1NC(=O)CN1C(=O)S/C(=C\c2ccc(-c3cc(C(=O)O)ccc3C)o2)C1=O
58 | 9.9 | 6.0 | 6.1 | CC(NS(=O)(=O)c1cccc(C(=O)N(C)Cc2ccc(N3CCOCC3)cc2)c1)c1ccccc1 (configuration not stated)
59 | -0.3 | 0.8 | -3.4 | CCn1cc(/C=C(\NC(=O)c2ccc(OC)c(OC)c2)C(=O)NCCCN2CCOCC2)c2ccccc21
60 | 6.4 | 2.5 | 4.8 | CC1CN(C(=O)c2ccc(NS(=O)(=O)c3ccc(C(C)(C)C)cc3)cc2)CC(C)O1 (configuration not stated)

Next part
nr | PAFAH1B2 FP inh | PAFAH2 FP inh | PAFAH1B3 inh | SMILES
61 | 14.1 | 4.6 | 36.4* | Cc1nn(-c2ccc(F)cc2)c2nc(N)c(C#N)c(-c3ccc(O)c(O)c3)c12
62 | 7.5 | -1.5 | 2.6 | COc1ccc(/C=C2\CCC/C(=C\c3ccc(OC)c(OC)c3OC)C2=O)c(OC)c1OC
63 | 3.7 | -3.4 | 0.5 | COc1ccc(-c2nnc(SCC(=O)c3ccc(C)o3)o2)cc1
64 | 5.5 | 5.2 | 8.9 | CC(OC(=O)c1cccc(S(=O)(=O)N(C)C)c1)C(=O)NCC(=O)Nc1ccc(F)c(F)c1F (configuration not stated)
65 | 3.8 | 10.5 | 6.1 | c1ccc(N2CCN(CC3CCCCC3)CC2)cc1
66 | -4.0 | 0.9 | 5.2 | CCN(CC)C1CCN(C(=O)c2cc(COc3cccc4cccnc34)on2)C1 (configuration not stated)
67 | -2.2 | 5.8 | 4.5 | Cn1nc(CC(=O)Nc2ccc3c(c2)CCC3)c2ccccc2c1=O
68 | 6.3 | -2.6 | 2.7 | O=C(O)Cc1sc(=O)[nH]c1O
69 | 8.4 | 6.2 | -0.2 | COC(=O)c1ccccc1-n1c(C)nc(=O)c(-c2ccccc2)c1C
70 | 4.3 | -3.1 | 10.4 | COc1ccn(C2CCCCO2)c(=O)n1 (configuration not stated)
71 | 1.9 | -0.7 | 5.0 | CC1CC2C3CCC4=CC(=O)CCC4(C)C3CCC2(C)C1(O)C(=O)CO (configuration not stated)
72 | -0.7 | -7.8 | -2.2 | CCN(C(=O)COC(=O)C1CCC(C(C)(C)C)CC1)c1c(N)n(Cc2ccccc2)c(=O)[nH]c1=O (configuration not stated)
73 | 6.3 | 3.3 | 10.5 | CSc1nc2c([nH]1)c(=S)n(C)c(=O)n2C
74 | 4.8 | 4.4 | 3.2 | CCCCc1nc2ccccc2c(=O)n1NC(=O)c1c(O)c2c(n(CC(C)C)c1=O)CCCC2
75 | -1.0 | 2.8 | 3.3 | O=C(c1noc2c1CCCCC2)N1CCN(C(c2ccccc2)c2ccccc2)CC1
76 | 1.5 | 7.0 | 8.6 | O=C(COc1ccc([N+](=O)[O-])cc1Cl)N(C1CCCCC1)C1CCS(=O)(=O)C1 (configuration not stated)
77 | 9.5 | 3.0 | -3.7 | O=C(CN1CCSC1=O)N1CCN(S(=O)(=O)c2ccc(F)cc2)CC1
78 | 3.1 | 1.2 | 2.7 | Cc1ccc(CN2CC(C(=O)NCCCn3nc(C)cc3C)CC2=O)cc1 (configuration not stated)
79 | -3.5 | 1.6 | 6.0 | CCN(CC)C(=O)c1nn(Cc2ccccc2)c(=O)c2ccccc12
80 | 2.9 | -2.5 | 5.3 | O=C(NCCN1CCN(c2ccccc2)CC1)C1CCN(S(=O)(=O)c2cccs2)CC1
81 | 6.7 | 5.4 | 2.6 | O=C(NC(C(=O)c1ccccc1)c1ccccc1)c1ccccc1 (configuration not stated)
82 | 5.1 | 7.8 | 4.1 | Cc1[nH][nH]c(=O)c1C(c1c(C)[nH][nH]c1=O)c1cn(C)c2ccccc12
83 | -0.2 | -4.9 | 15.2 | CC1CN(c2ccc(Oc3ccccc3)cc2)c2nc3c(c(=O)[nH]c(=O)n3C)n2C1 (configuration not stated)
84 | 5.3 | 0.4 | 8.8 | CCOC(=O)N/N=C/c1ccc(Oc2ccccc2)cc1
85 | 1.1 | -3.5 | 12.1 | CCOC(=O)N1CCN(C2CCCN(C(=O)c3ccccc3C(F)(F)F)C2)CC1 (configuration not stated)
86 | 7.7 | 2.4 | 8.6 | COC1=CC(=O)C(C2CC(=O)c3c(O)cc(O)cc3O2)=CC1=O (configuration not stated)
87 | 7.8 | 0.5 | 0.1 | NS(=O)(=O)c1ccc(CCNC(=O)c2cc(-c3cccs3)nc3ccccc23)cc1
